# Compound activity (PubChem BioAssay)
# GIRK2 activator: Activators of human GIRK2-containing channels | P48051 | HEK293 GIRK2/NPY4 cells, thallium flux fluorescence | activation (% efficacy), % for hits at 37.5 µM | 34,000 tested, under 10 active | AID 1259324;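 active = primary screen hit, no activity in plain HEK293 cells, and in GIRK2-only cells above 5% efficacy rising with concentration; inactive = the rest, including fluorescent compounds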;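 also: efficacy is normalized control-subtracted fluorescence 15 s after thallium addition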
# Target sequence (P48051 whole entry, looked up): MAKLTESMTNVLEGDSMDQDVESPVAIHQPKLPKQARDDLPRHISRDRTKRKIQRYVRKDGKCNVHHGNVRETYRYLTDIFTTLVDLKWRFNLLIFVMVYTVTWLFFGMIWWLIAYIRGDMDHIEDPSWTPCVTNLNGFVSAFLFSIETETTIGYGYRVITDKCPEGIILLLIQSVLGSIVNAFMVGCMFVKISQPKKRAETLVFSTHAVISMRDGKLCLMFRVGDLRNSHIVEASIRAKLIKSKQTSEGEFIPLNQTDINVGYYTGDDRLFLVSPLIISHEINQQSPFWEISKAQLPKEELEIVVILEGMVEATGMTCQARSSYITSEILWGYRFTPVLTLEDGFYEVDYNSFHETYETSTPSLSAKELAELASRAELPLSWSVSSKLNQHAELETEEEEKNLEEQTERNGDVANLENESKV
# Calls only; i = inactive. An excerpt (hit frequency here may not be typical).
SMILES,GIRK2 activator
COc1cccc(NC(=O)CSC2CC(=O)N(c3cc(C)cc(C)c3)C2=O)c1 (stereo not drawn),i
CCNc1nc(C)cc(NCCNC(=O)Cc2ccc(F)cc2)n1,i
N#Cc1ccccc1NC(=O)c1c[nH]c2c(Cl)cccc2c1=O,i
CC1CCN(c2ccc(N3CCN(C(=O)COc4ccccc4)CC3)nn2)CC1,i
NC(=O)C1Cc2ccccc2N1C(=O)Cc1ccc(-c2ccccc2)cc1 (stereo not drawn),i
Cc1cccc(COC(=O)c2nnn(-c3ccc(F)cc3)c2C)c1,i
O=C(Nc1sccc1-c1nc2ccccc2s1)c1c[nH]c2ccccc12,i
Cc1cc(C(=O)N2CCN(Cc3nnnn3-c3ccc(F)c(F)c3)CC2)no1,i
COc1ccccc1NC(=O)N1CCN(c2cc(OC(C)C)nc(C)n2)CC1,i
Cc1cc(C(=O)Nc2ccc(N3CCCC3=O)cc2)ccc1[N+](=O)[O-],i
COc1ccccc1CNC(=O)C(=O)NCC(C)(O)C1CC1 (stereo not drawn),i
O=C(NCc1ccccc1Cl)C(=O)NCC1CCN(c2ncccn2)CC1,i
CC(=O)Nc1nn(C)c2c1C(c1ccco1)CC(=O)N2 (stereo not drawn),i
CCSc1nnc(NC(=O)CCc2csc(NC(=O)c3ccco3)n2)s1,i
COCCCN1COc2ccc3cc(-c4ccccc4)c(=O)oc3c2C1,i
COc1ccccc1N1CCN(CC(O)COc2ccc(NC(C)=O)cc2)CC1 (stereo not drawn),i
CCCNC(=O)CCCCn1c(=O)c2ccccc2n(CC(=O)Nc2ccc(F)c(Cl)c2)c1=O,i
CN1CCN(c2ccc(N3CCN(C(=O)c4ccc(Cl)c([N+](=O)[O-])c4)CC3)nn2)CC1,i
CCOCCn1c(C)cn2c3c(=O)n(C)c(=O)n(C)c3nc12,i
COc1ccc(NC(=O)NCCNc2ccc(Nc3cc(C)ccn3)nn2)cc1OC,i

# A different layout for part of the listing above:
CCSc1nnc(NC(=O)CCc2csc(NC(=O)c3ccco3)n2)s1
- GIRK2 activator = i

COCCCN1COc2ccc3cc(-c4ccccc4)c(=O)oc3c2C1
- GIRK2 activator = i

# A section from the list above, for reference:
SMILES,GIRK2 activator
COc1cccc(NC(=O)CSC2CC(=O)N(c3cc(C)cc(C)c3)C2=O)c1 (stereo not drawn),i
CCNc1nc(C)cc(NCCNC(=O)Cc2ccc(F)cc2)n1,i
N#Cc1ccccc1NC(=O)c1c[nH]c2c(Cl)cccc2c1=O,i
CC1CCN(c2ccc(N3CCN(C(=O)COc4ccccc4)CC3)nn2)CC1,i
NC(=O)C1Cc2ccccc2N1C(=O)Cc1ccc(-c2ccccc2)cc1 (stereo not drawn),i
Cc1cccc(COC(=O)c2nnn(-c3ccc(F)cc3)c2C)c1,i
O=C(Nc1sccc1-c1nc2ccccc2s1)c1c[nH]c2ccccc12,i
Cc1cc(C(=O)N2CCN(Cc3nnnn3-c3ccc(F)c(F)c3)CC2)no1,i
COc1ccccc1NC(=O)N1CCN(c2cc(OC(C)C)nc(C)n2)CC1,i
Cc1cc(C(=O)Nc2ccc(N3CCCC3=O)cc2)ccc1[N+](=O)[O-],i
COc1ccccc1CNC(=O)C(=O)NCC(C)(O)C1CC1 (stereo not drawn),i
O=C(NCc1ccccc1Cl)C(=O)NCC1CCN(c2ncccn2)CC1,i
CC(=O)Nc1nn(C)c2c1C(c1ccco1)CC(=O)N2 (stereo not drawn),i
CCSc1nnc(NC(=O)CCc2csc(NC(=O)c3ccco3)n2)s1,i
COCCCN1COc2ccc3cc(-c4ccccc4)c(=O)oc3c2C1,i
COc1ccccc1N1CCN(CC(O)COc2ccc(NC(C)=O)cc2)CC1 (stereo not drawn),i
CCCNC(=O)CCCCn1c(=O)c2ccccc2n(CC(=O)Nc2ccc(F)c(Cl)c2)c1=O,i
CN1CCN(c2ccc(N3CCN(C(=O)c4ccc(Cl)c([N+](=O)[O-])c4)CC3)nn2)CC1,i

# Next part.
SMILES,GIRK2 activator
CS(=O)(=O)N1CCCC1C(=O)N(Cc1cccnc1)c1nc2ccc(F)cc2s1 (stereo not drawn),i
O=C(Nc1nc2cc3c(cc2s1)OCO3)c1ccno1,i
O=C(c1ccccc1F)N1N=C(c2cccs2)CC1c1ccc2nccnc2c1 (stereo not drawn),i
Cc1ccc2sc(N3CCN(C(=O)c4ccno4)CC3)nc2c1C,i
Cc1csc(NC(=O)Cc2cc(-c3ccc4c(c3)OCCO4)on2)n1,i
O=C([O-])c1ccc[n+]2c(O)c(-c3ccccc3)sc12,i
Cn1cccc1C(CNC(=O)c1cccs1)N1CCOCC1 (stereo not drawn),i
Cc1ccc2sc(N(CCN3CCOCC3)C(=O)c3nc4ccccc4s3)nc2c1C,i
COc1ccc2sc(N3CCCC3)nc2c1,i
O=S(=O)(NCc1cccc(Oc2ccc(F)cc2)c1)c1cccnc1,i
COC(=O)c1ccccc1NS(=O)(=O)c1cc2c3c(c1)CCC(=O)N3CCC2,i
CC(=O)Nc1ccc(C2=NN(C(C)=O)C(c3ccco3)C2)cc1 (stereo not drawn),i
CCN1CCN(C(=O)c2cc(-c3ccc(C)cc3)nc3c2c(C)nn3C2CCS(=O)(=O)C2)CC1 (stereo not drawn),i
Cn1nc(CNC(=O)c2cc3ccccc3o2)c2ccccc2c1=O,i
O=C(COc1ccc(Cl)cc1)Nc1ccc2c(c1)N(C(=O)C1CCCC1)CC2,i
COc1ccc(CCC(=O)NC2CNC(=O)C2)cc1 (stereo not drawn),i
O=C(Nc1ccc(F)cc1)N1CCC(CNS(=O)(=O)Cc2ccccc2Cl)CC1,i
Cc1ccc(-c2csc(NC(=O)C3CCCCN3S(C)(=O)=O)n2)c(C)c1 (stereo not drawn),i
CC(C)(C)n1nc2c(c1-n1cccc1)CN(C(=O)c1cccc(-n3cnnn3)c1)C2,i
COc1ccc(Cl)cc1NC(=O)CSC1=NC(C)(C)Nc2ccccc21,i
COc1ccccc1C1(CNS(=O)(=O)c2cc(C)c(Cl)cc2Cl)CCOCC1,i
Cc1cc(N2C(=O)CCS2(=O)=O)cc(C)c1S(=O)(=O)Nc1ccccc1C(C)C,i
CCn1nc(C(=O)NCc2csc(-c3ccccc3)n2)ccc1=O,i
COC(=O)c1ccc(NC(=O)C(=O)NCC(C)(O)C2CC2)cc1 (stereo not drawn),i
O=S(=O)(c1ccc(Cl)s1)N1CCN(Cc2nc(-c3ccco3)cs2)CC1,i
COc1ccc(NC(=O)C2CCCN(c3cnc4ccccc4n3)C2)cc1OC (stereo not drawn),i
C#CC1(OCC(O)CN2CCOCC2)CCCCC1 (stereo not drawn),i
O=S(=O)(c1ccccc1Cl)N1CCC(c2cccs2)CC1,i
O=C(c1cccc(Oc2ncccn2)c1)N1CCOCC1,i
CC(C)NC(=O)CCc1csc(NC(=O)c2ccccc2)n1,i
CCOC(=O)c1ccc(NC(=O)Cn2cnc(-c3ccc(OCC)cc3)cc2=O)cc1,i
COc1ccc(OC)c(-c2ccc(=O)n(CC(=O)Nc3ccc(C(C)C)cc3)n2)c1,i
O=S(=O)(Cc1ccccc1)N1CCN(Cc2nnnn2-c2cccc(F)c2)CC1,i
COc1ccccc1NC(=O)CCCSc1ccc(NC(=O)C2CC2)nn1,i
CNC(=O)C(=O)NCC(c1cccn1C)N1CCOCC1 (stereo not drawn),i
COc1ccc(C(CNC(=O)C(=O)Nc2ccccc2SC)N2CCOCC2)cc1 (stereo not drawn),i
Cc1cc(C(=O)NC2CCCCC2N2C(=O)CSC2=O)no1 (stereo not drawn),i
O=C(CN1C(=O)CCC1=O)NCC#CCOc1cccc(C(F)(F)F)c1,i
O=C(NCCC1=CCCCC1)C(=O)NCCc1c[nH]c2ccccc12,i
O=C(Cc1nnc(Nc2ccccc2)s1)NC1CC1,i
C#CCOCC(O)CN1CCN(c2ccccc2)CC1 (stereo not drawn),i
N#C/C(=C\N1CCN(Cc2ccc3c(c2)OCO3)CC1)C(=O)NC1CCCCC1,i
CCc1ccc(S(=O)(=O)Nc2ccc(CC(=O)NCc3cccs3)cc2)s1,i
Cc1nn(C2CCS(=O)(=O)C2)c2nc(-c3cccs3)cc(C(=O)NCc3cccs3)c12 (stereo not drawn),i
O=C(CSCc1ccccc1)Nc1nc(-c2ccc3c(c2)OCCO3)cs1,i
Cn1cccc1C(CNS(=O)(=O)c1ccc2c(c1)CCCC2)N1CCOCC1 (stereo not drawn),i
COc1cccc(NC(=O)N2CCN(c3cc(OC)nc(OC)n3)CC2)c1,i
O=C(NCC1CCN(C(=O)Nc2ccc(F)cc2)CC1)c1ccccc1Cl,i
CCn1nccc1C(=O)Nc1nc2cc3c(cc2s1)OCCO3,i
CCOc1ccc(NC(=O)N2CCN(Cc3ccsc3)CC2)cc1,i
O=C(CSc1nc(=O)n(CC2CCCO2)c2c1CCC2)Nc1cccc2ccccc12 (stereo not drawn),i
CCOC(=O)C1=C(CS(=O)(=O)c2ccc(F)c(C)c2)NC(=O)NC1c1ccccc1 (stereo not drawn),i
O=S(=O)(NCCC(O)c1cccs1)c1cccc(C(F)(F)F)c1 (stereo not drawn),i
NC(=O)C1CCN(c2oc(-c3ccco3)nc2S(=O)(=O)c2ccc(Cl)cc2)CC1,i
COCCNc1oc2c(c1-c1ccc(OC)c(OC)c1)c(=O)oc1ccccc12,i
COc1ccc(NC(=O)Cn2cc(-c3nc(-c4cccc(F)c4)no3)c(=O)c3ccc(C)nc32)cc1,i
O=C(O)C(c1cccs1)N1CCNCC1 (stereo not drawn),i
CCn1nc(C(=O)Nc2nnc(-c3cccs3)o2)cc1C,i
CCOc1ccc(CC(=O)NCCS(=O)(=O)N2CCN(c3ccccn3)CC2)cc1,i
COc1ccccc1Nc1nnc(CC(=O)NC(C)c2ccc(F)cc2)s1 (stereo not drawn),i

# Additional structures
SMILES,GIRK2 activator
COc1cccc(CCNC(=O)Cn2cnc(C(C)C)cc2=O)c1,i
CC(C)(C)NC(=O)Nc1ccc2c(c1)CC(=O)N2,i
CCc1ccc2nc(N3CCN(C(=O)C4CCCN4S(C)(=O)=O)CC3)sc2c1 (stereo not drawn),i
COc1cc(C(=O)NCc2ccsc2)cc(OC)c1OC,i
CC(C)c1cccc(C(C)C)c1NC(=O)c1ccncc1,i
CCOC(=O)N1CCN(C(=O)Cc2csc(Nc3ccccc3)n2)CC1,i
O=C(NCC(c1cccs1)N1CCOCC1)c1ccc2c(c1)OCO2 (stereo not drawn),i
CC(Oc1ccccc1F)C(=O)Nc1cccc(-c2ccc(N3CCOCC3)nn2)c1 (stereo not drawn),i
O=C(NCCCN1CCOC(c2ccccc2)C1)c1ccc(F)c(F)c1 (stereo not drawn),i
O=C(Nc1nnc(Cc2ccc(Cl)s2)o1)c1cc2ccccc2o1,i
Cc1noc(C)c1CC(=O)NC1CC(=O)N(C)C1 (stereo not drawn),i
O=C(CCn1ccc(=O)[nH]c1=O)NCC#CCOc1cccc(C(F)(F)F)c1,i
COc1nn(C)cc1C(=O)NCC#CCOc1cccc(C(F)(F)F)c1,i
O=C(CC1CSc2nccc(=O)n21)NCC1CCCO1 (stereo not drawn),i
O=C(NCc1ccc2c(c1)OCO2)C(=O)NCC1COC2(CCCCC2)O1 (stereo not drawn),i
CC(Oc1ccccc1)C(=O)Nn1cnc2c(cnn2C(C)(C)C)c1=O (stereo not drawn),i
Cc1cc2nc(NC(=O)c3ccc(S(=O)(=O)C(C)C)cc3)sc2cc1C,i
CC1(C)CC(O)CC(C)(C)N1CC(O)COCCOc1ccc(F)cc1 (stereo not drawn),i
Cn1c(C(F)(F)F)nn(CCNC(=O)c2ccccc2F)c1=O,i
COc1cc(NC(=O)c2cc([N+](=O)[O-])ccc2Cl)ccc1N1CCCCC1=O,i
Cn1nc(C2CCCN(C(=O)c3ccc4ncsc4c3)C2)n(-c2ccccc2)c1=O (stereo not drawn),i
CCCOc1ccc(CNC(=O)c2ccc3c(=O)n4c(nc3c2)SCCC4)cc1,i
CCc1nnc2ccc(N3CCN(S(=O)(=O)c4ccc5ccccc5c4)CC3)nn12,i
Cc1ccccc1-c1ccc(SCC(=O)NCc2ccc3c(c2)OCO3)nn1,i
COC(=O)c1ccc(CSc2nnc(CCn3ccc(=O)[nH]c3=O)o2)cc1,i
Cn1c(=O)[nH]c(=O)c2c1nc(Nc1cccc(Cl)c1Cl)n2CC(=O)O,i
O=C(Nc1ccc2c(c1)CN(C(=O)C1CC1)CC2)NC1CC1,i
Cc1ccc2nc(NC(=O)CN3CCC(c4nnc(-c5ccco5)o4)CC3)sc2c1,i
CCOc1ccc(NC(=O)c2nn(-c3ccc(F)cc3)cc2OCC)cc1,i
COc1ccc2nc(-c3ccc(NC(=O)c4ccccc4F)cc3)cn2n1,i
COc1cc(OC)c(NC(=O)CS(=O)(=O)c2cccs2)cc1Cl,i
COc1ccc(CC(=O)Nc2cc(-c3ccco3)nn2-c2nc(-c3ccccc3)cc(=O)[nH]2)cc1OC,i
CC(C)Sc1ccc(CC(=O)NC2CCCC(O)C2)cc1 (stereo not drawn),i
CN(C)S(=O)(=O)c1ccc(C(=O)Nc2ncnc3nc[nH]c23)o1,i
Cc1nc2ccccn2c(=O)c1NC(=O)Nc1ccc(OC(F)(F)F)cc1,i
CCOc1ccccc1NC(=O)Nc1ccc2c(c1)CCC(=O)N2,i
O=S(=O)(Cc1ccccc1Cl)N1CCC(c2ccsc2)CC1,i
CCc1ccc(NS(=O)(=O)c2n[nH]c(C)c2C(=O)n2nc(C)cc2C)cc1,i
Cc1ccc(N2CC(C(=O)N3CCC(c4nnc(-c5ccc(F)cc5)o4)CC3)CC2=O)cc1 (stereo not drawn),i
O=C(NCC1CCN(Cc2ccsc2)CC1)C(=O)Nc1ccc(F)c(F)c1,i
O=C(Cc1ccc(NC(=O)Cn2c(=O)oc3ccccc32)cc1)NCC(F)(F)F,i
O=S(=O)(NC1CCCC(O)C1)c1ccc(Cl)s1 (stereo not drawn),i
O=S(=O)(NCC1CCN(Cc2ccsc2)CC1)c1ccc2c(c1)CCCC2,i
Cc1nc(NC(=O)c2ccc(Br)cc2)sc1C,i
COc1nn(C)cc1C(=O)N1CCN(c2ccc(-c3ccccc3C)nn2)CC1,i
Cc1cc(NC(=O)c2ccccc2S(C)(=O)=O)n(C)n1,i
O=C(NCCCn1nc(-c2ccc(Cl)cc2)ccc1=O)c1cc2ccccc2oc1=O,i
